NR2E3 ag-1 – human photoreceptor-specific nuclear receptor agonism; 0.35% of 360,000 active; Q9Y5X4; inhibition of corepressor binding, % at 3.98 µM; AID 602229; CHO-S Gal4-NCOR/VP16-NR2E3 two-hybrid, luciferase;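 active = inhibition above the mean of all tested compounds plus 3 SD, cut at about 70% in these data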;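 also: 0% = DMSO with NR2E3 transfected cells and 100% = cells lacking NR2E3 construct; higher means lower luciferase signal from less NR2E3 corepressor binding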
Target sequence (Q9Y5X4 whole entry, looked up, the tested form may be a part): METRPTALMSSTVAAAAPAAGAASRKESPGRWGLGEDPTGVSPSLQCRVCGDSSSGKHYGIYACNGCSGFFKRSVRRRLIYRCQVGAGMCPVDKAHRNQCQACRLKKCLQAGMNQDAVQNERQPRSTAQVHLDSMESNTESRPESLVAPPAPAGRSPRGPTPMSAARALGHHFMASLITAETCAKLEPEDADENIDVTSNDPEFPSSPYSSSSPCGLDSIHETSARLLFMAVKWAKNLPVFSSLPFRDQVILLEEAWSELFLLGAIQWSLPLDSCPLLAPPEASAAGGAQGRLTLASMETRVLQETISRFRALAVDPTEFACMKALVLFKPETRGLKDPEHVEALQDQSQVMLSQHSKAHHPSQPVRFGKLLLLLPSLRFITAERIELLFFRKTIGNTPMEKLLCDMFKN
TWEAK-Fn14 inh – blocks TWEAK-Fn14 interaction in a reporter cell assay; TWEAK-stimulated Fn14 reporter cells, luciferase luminescence, 8 h; inhibition, % at 10 µM; 2% of 360,000 active; in the data active = inhibition above about 50%
CF NFkB block – inhibitors of cystic fibrosis induced NF-kB; KKLEB NF-kB-GFP reporter, PAF-induced, GFP fluorescence overnight; 0.86% of 360,000 active; inhibition, % at 5 µM;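 active = at least 50% inhibition at 5 µM, scaled per plate between neutral and stimulator controls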;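 also: PAF is a Pseudomonas aeruginosa culture filtrate used as stimulus; plate controls were PAF-stimulated DMSO wells for no effect and unstimulated DMSO wells for full effect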
Peg3 promoter – reduces Peg3 promoter-driven luciferase expression in HeLa | HeLa PEG-Prom luciferase reporter, luminescence, overnight | AID 588405 | inhibition, % at 20 µM | 1.7% of 360,000 active;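 active = inhibition of at least 50% at 20 µM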
HIF-2a inh – inhibitors of HIF-2a; 786-0 RCC cells HIF-2a reporter, luciferase luminescence, overnight; inhibition, % at 18.8 µM; 0.72% of 360,000 active; AID 624352;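 active = inhibition of the luminescence signal of 40% or more relative to plate controls, in a single-dose primary screen at 18.75 µM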
NR2E3 ag-2 – agonists of human nuclear receptor NR2E3. Q9Y5X4. GST-NR2E3/biotin-RetCOR TR-FRET, 1536-well. inhibition of corepressor binding, % at 4.78 µM. 0.12% of 320,000 active. AID 2300;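 active = percent inhibition above the cutoff of mean plus 3 SD of all tested compounds, set per screening campaign, cut at about 20% in these data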;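 also: 0% = DMSO wells and 100% = biotin wells as full block of FRET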
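Test system: GST-NR2E3 and biotin-RetCOR proteins | Quantity: 1.35 nM GST-tagged NR2E3 final | Medium: Tris pH 7.5 | Also added: 7 nM biotin-RetCOR | Dosing: Compound at 4.8 µM, single dose | Timing: 5 h at 4 °C | Detection: Time-resolved FRET | Read-out basis: Percent inhibition | Benchmarks: Biotin wells as high control, 0.6% DMSO wells as low control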
KKLEB cytotox – CF airway cell cytotoxicity counter-screen; KKLEB CF airway cells viability, ATPlite luminescence, overnight; active compounds read low; cells stimulated with P. aeruginosa culture filtrate; activity change (cytotoxicity), % at 5 µM; 0.36% of 360,000 active; AID 602141;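 active = corrected activity change at or below -50% at 5 µM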
TRPM1 prom inh – inhibitors of MITF-driven TRPM1 promoter in melanoma cells; SK-MEL-5 TRPM1 promoter luciferase, 24 h; 0.83% of 330,000 active; inhibition, % at 12.5 µM;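 active = mean inhibition across replicates of 60% or more, whatever share of single replicates reaches that level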; also: values of inactives mirror those of a sister screen read the other way
iPSC survival up – hiPSC single-cell survival enhancement | ATPlite luminescence; 100% = ROCK inhibitor wells, 0% = DMSO | survival enhancement, % at 20 µM | 0.044% of 360,000 active; in the data active = survival enhancement above about 18%;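 also: cells exposed to compounds for 16 hours before the ATP read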
aDG glyco up – alpha-DG glycosylation activation; activation, % at 10 µM; Pro5-aDG cells, alpha-DG glycosylation AlphaScreen (IIH6); 0% Pro5, 100% B10-LARGE cell signal; 0.22% of 360,000 active;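 active = activation of at least 8% versus controls, or a plate z-score of at least 8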;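 also: Pro5 are CHO cells carrying HIG-tagged alpha-DG that lacks glycosylation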
Shn3 inh set2 – Schnurri-3 reporter inhibition in Clone20 osteoblasts | inhibition, % at 12.5 µM | 0.52% of 360,000 active | Clone20 osteoblast Shn3 3'UTR firefly luciferase, 24 h | AID 588674;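 active = mean inhibition of at least 75% with every replicate also reaching 75%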;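 also: 0% = median of neutral control wells and 100% = pilot-screen positive control compound; some compounds past the cut are filed as inactive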
Numbers without * were called inactive.

For CCn1c(CC(=O)Nc2ccc(C)cc2)nnc1SCC(=O)N1CCN(c2ccccc2)CC1 the results were NR2E3 ag-1 12, TWEAK-Fn14 inh 9, CF NFkB block -2, Peg3 promoter 11, HIF-2a inh 11, NR2E3 ag-2 1, KKLEB cytotox -2, TRPM1 prom inh 9, iPSC survival up -0.6, aDG glyco up 0.1 and Shn3 inh set2 4.
`CC(CC(=O)OCC(=O)Nc1ccc2[nH]c(=O)[nH]c2c1)c1ccccc1` (centres undefined) gave NR2E3 ag-1 -5, TWEAK-Fn14 inh 0, CF NFkB block 11, Peg3 promoter -6, HIF-2a inh 12, NR2E3 ag-2 3, KKLEB cytotox 14, TRPM1 prom inh -2, iPSC survival up -0.6, aDG glyco up -0.3 and Shn3 inh set2 2.
`COCC(=O)N(C)c1nnc(-c2cnccn2)s1` gave NR2E3 ag-1 -1, TWEAK-Fn14 inh -5, CF NFkB block -6, Peg3 promoter -1, HIF-2a inh -10, NR2E3 ag-2 0, KKLEB cytotox 1, TRPM1 prom inh 6, iPSC survival up 0.3, aDG glyco up 0.0 and Shn3 inh set2 7.
Cc1cc2c(cc1S(=O)(=O)N1CCN(c3cccc(C(F)(F)F)c3)CC1)OCC(=O)N2 was read as NR2E3 ag-1 -26, TWEAK-Fn14 inh -17, CF NFkB block -7, Peg3 promoter 6, HIF-2a inh -5, NR2E3 ag-2 2, KKLEB cytotox 4, TRPM1 prom inh 13, iPSC survival up 0.2, aDG glyco up 1.1 and Shn3 inh set2 15.
Cc1cc(C)c(NC(=O)c2cn3c4c(c(N5CCN(C)CC5)c(F)cc4c2=O)OCC3C)c(C)c1 (centres undefined) was read as NR2E3 ag-1 -5, TWEAK-Fn14 inh 5, CF NFkB block 11, Peg3 promoter 25, HIF-2a inh 28, NR2E3 ag-2 3, KKLEB cytotox -7, TRPM1 prom inh 11, iPSC survival up -2.5, aDG glyco up 2.4 and Shn3 inh set2 -4.
Cn1c(=O)n(Cc2ccc(Cl)cc2)c2ccccc21 was read as NR2E3 ag-1 -7, TWEAK-Fn14 inh -7, CF NFkB block 5, Peg3 promoter 30, HIF-2a inh -10, NR2E3 ag-2 0, KKLEB cytotox -13, TRPM1 prom inh 16, iPSC survival up 0.6, aDG glyco up -0.2 and Shn3 inh set2 -3.
`CCc1nc2c(OCc3cccc(Cl)c3)cccn2c1N(C)C(=O)C1CC1` gave NR2E3 ag-1 2, TWEAK-Fn14 inh -13, CF NFkB block -35, Peg3 promoter 18, HIF-2a inh 13, KKLEB cytotox 2, iPSC survival up -1.5, aDG glyco up 0.4 and Shn3 inh set2 6.
For CC(=O)NS(=O)(=O)c1ccc(NC(=O)COc2cccc3c2OC(C)(C)C3)cc1 the results were NR2E3 ag-1 -2, TWEAK-Fn14 inh -4, CF NFkB block 2, Peg3 promoter 3, HIF-2a inh 2, NR2E3 ag-2 -2, KKLEB cytotox 6, TRPM1 prom inh -7, iPSC survival up 0.9, aDG glyco up 0.5 and Shn3 inh set2 -2.
COc1cccc(CN2CCN(C(=O)C3CCC(=O)N(C4CCCC4)C3)CC2)c1 (centres undefined) was read as NR2E3 ag-1 1, TWEAK-Fn14 inh -18, CF NFkB block 7, Peg3 promoter -3, HIF-2a inh 0, NR2E3 ag-2 -1, KKLEB cytotox 2, TRPM1 prom inh 10, iPSC survival up 0.9, aDG glyco up -0.1 and Shn3 inh set2 1.
For COc1cccc(C(=O)NC(=O)Nc2cc(C)[nH]n2)c1 the results were NR2E3 ag-1 -129, TWEAK-Fn14 inh 32, CF NFkB block 0, Peg3 promoter -142, HIF-2a inh -160, NR2E3 ag-2 1, KKLEB cytotox 4, TRPM1 prom inh -42, iPSC survival up -0.6, aDG glyco up -0.1 and Shn3 inh set2 -83.
For C=CCn1c(SCc2c(C)noc2C)nnc1C1COc2ccccc2O1 (centres undefined) the results were NR2E3 ag-1 0, TWEAK-Fn14 inh -19, CF NFkB block 15, Peg3 promoter -23, HIF-2a inh 5, NR2E3 ag-2 -1, KKLEB cytotox -20, TRPM1 prom inh 1, iPSC survival up 2.5, aDG glyco up 0.7 and Shn3 inh set2 18.
`Cc1cc2nc(C3CCCN(C(=O)NCc4ccccc4)C3)[nH]c2cc1C` (centres undefined) gave NR2E3 ag-1 -65, TWEAK-Fn14 inh -24, CF NFkB block -7, Peg3 promoter -109, HIF-2a inh -172, NR2E3 ag-2 0, KKLEB cytotox -1, TRPM1 prom inh -36, iPSC survival up -0.7, aDG glyco up 0.2 and Shn3 inh set2 -41.
`C#CCNC(=O)C1=C[C@H](C2CCCCC2)C[C@H](OCc2ccc(CO)cc2)O1` gave NR2E3 ag-1 -49, TWEAK-Fn14 inh -12, CF NFkB block -8, Peg3 promoter -57, HIF-2a inh -106, NR2E3 ag-2 5, KKLEB cytotox 1, TRPM1 prom inh -12, iPSC survival up 0.5, aDG glyco up 0.4 and Shn3 inh set2 4.
Screening CN(C)c1ccc(S(=O)(=O)NCC(=O)NCCOc2ccccc2F)cc1[N+](=O)[O-] returned NR2E3 ag-1 7, TWEAK-Fn14 inh 8, CF NFkB block -29, Peg3 promoter 7, HIF-2a inh -6, NR2E3 ag-2 -1, KKLEB cytotox 8, TRPM1 prom inh 6, iPSC survival up -0.3, aDG glyco up 0.1 and Shn3 inh set2 0.
CCOc1ccc(C(=O)CC(NCc2cccs2)C(=O)O)cc1 (centres undefined) was read as NR2E3 ag-1 2, TWEAK-Fn14 inh 2, CF NFkB block 18, Peg3 promoter -7, HIF-2a inh -11, NR2E3 ag-2 0, KKLEB cytotox 1, TRPM1 prom inh 9, iPSC survival up -1.3, aDG glyco up 0.5 and Shn3 inh set2 -5.
`Cc1ccc(C)c(C(=O)CSc2n[nH]c(C(C)C)n2)c1` gave NR2E3 ag-1 7, TWEAK-Fn14 inh 7, CF NFkB block -16, Peg3 promoter -12, HIF-2a inh -10, NR2E3 ag-2 1, KKLEB cytotox 0, TRPM1 prom inh 1, iPSC survival up -2.4, aDG glyco up 0.3 and Shn3 inh set2 -13.
For COc1cccc(CN(C(=O)c2cc3ccccc3oc2=O)C2CCS(=O)(=O)C2)c1 (centres undefined) the results were NR2E3 ag-1 9, TWEAK-Fn14 inh -3, CF NFkB block -16, Peg3 promoter -116, HIF-2a inh -84, NR2E3 ag-2 0, KKLEB cytotox 1, TRPM1 prom inh -31, iPSC survival up -0.4, aDG glyco up 0.0 and Shn3 inh set2 -18.
For Cc1ccc(C)c(NC(=S)NCC(c2ccccc2)N(C)C)c1 (centres undefined) the results were NR2E3 ag-1 58, TWEAK-Fn14 inh -2, CF NFkB block 6, Peg3 promoter 13, HIF-2a inh 9, NR2E3 ag-2 -2, KKLEB cytotox 5, TRPM1 prom inh -2, iPSC survival up -0.5, aDG glyco up 1.0 and Shn3 inh set2 0.
`CCOC(=O)Cc1csc(Nc2ccc(Cl)cc2)n1` gave NR2E3 ag-1 4, TWEAK-Fn14 inh -19, CF NFkB block -3, Peg3 promoter -55, HIF-2a inh 13, NR2E3 ag-2 1, KKLEB cytotox 12, TRPM1 prom inh -11, iPSC survival up -2.4, aDG glyco up 0.4 and Shn3 inh set2 -31.
O=C(c1ccco1)N1CCN(CCCCN2C(=O)c3ccccc3C2=O)CC1 was read as NR2E3 ag-1 -2, TWEAK-Fn14 inh -6, CF NFkB block -6, Peg3 promoter 18, HIF-2a inh 6, NR2E3 ag-2 6, KKLEB cytotox 8, TRPM1 prom inh -1, iPSC survival up -1.4, aDG glyco up 0.2 and Shn3 inh set2 -6.
For CCOc1ccc(NC(=O)CN(C)C(=O)C(C)N2C(=O)c3ccccc3C2=O)cc1OCC (centres undefined) the results were NR2E3 ag-1 -7, TWEAK-Fn14 inh 1, CF NFkB block 11, Peg3 promoter 8, HIF-2a inh 7, NR2E3 ag-2 1, KKLEB cytotox 4, TRPM1 prom inh 6, iPSC survival up -0.2, aDG glyco up -0.1 and Shn3 inh set2 -12.
Screening COc1ccc(CC(=O)n2nc(-c3ccccc3)nc2NCc2ccco2)cc1 returned NR2E3 ag-1 -42, TWEAK-Fn14 inh -21, CF NFkB block -3, Peg3 promoter -46, HIF-2a inh -73, NR2E3 ag-2 0, KKLEB cytotox 2, TRPM1 prom inh -23, iPSC survival up -1.7, aDG glyco up 0.3 and Shn3 inh set2 -34.
Screening Cc1ccc(S(=O)(=O)c2nnn3c2nc(N2CCN(c4ccccn4)CC2)c2ccccc23)cc1 returned NR2E3 ag-1 -12, TWEAK-Fn14 inh -25, CF NFkB block -13, Peg3 promoter 7, HIF-2a inh 2, NR2E3 ag-2 -1, KKLEB cytotox 2, TRPM1 prom inh 0, iPSC survival up -0.1, aDG glyco up -0.3 and Shn3 inh set2 2.
Screening CCCCCCNC(=O)Cc1nc2nc(C)cc(C)n2n1 returned NR2E3 ag-1 9, TWEAK-Fn14 inh 3, CF NFkB block 0, Peg3 promoter 12, HIF-2a inh 6, NR2E3 ag-2 -1, KKLEB cytotox 6, TRPM1 prom inh 2, iPSC survival up 5.9, aDG glyco up 0.2 and Shn3 inh set2 -7.
For O=C1/C(=C/c2ccc(F)cc2)CCC1C1CCCC1 (centres undefined) the results were NR2E3 ag-1 6, TWEAK-Fn14 inh 9, CF NFkB block -12, Peg3 promoter -259, HIF-2a inh -196, NR2E3 ag-2 1, KKLEB cytotox 13, TRPM1 prom inh -71, iPSC survival up -1.4, aDG glyco up 0.3 and Shn3 inh set2 -68.
O=C(NC(=S)Nc1cccnc1)c1cccc(Cl)c1 was read as NR2E3 ag-1 -8, TWEAK-Fn14 inh -9, CF NFkB block 8, Peg3 promoter -42, HIF-2a inh -98, KKLEB cytotox 2, iPSC survival up 1.7, aDG glyco up -0.1 and Shn3 inh set2 -14.
Screening COc1ccc(N(C)C(=O)Cc2c(C(=O)O)n(C)c3ccccc23)cc1 returned NR2E3 ag-1 -7, TWEAK-Fn14 inh 15, CF NFkB block 2, Peg3 promoter 3, HIF-2a inh 12, NR2E3 ag-2 -1, KKLEB cytotox 3, TRPM1 prom inh 3, iPSC survival up -0.7, aDG glyco up -0.1 and Shn3 inh set2 -28.
For O=c1[nH]c(Cn2nnc(-c3ccccc3)n2)nc2scc(-c3ccccc3)c12 the results were NR2E3 ag-1 18, TWEAK-Fn14 inh -13, CF NFkB block 1, Peg3 promoter -6, HIF-2a inh 7, NR2E3 ag-2 1, KKLEB cytotox 7, TRPM1 prom inh -2, iPSC survival up 0.2, aDG glyco up 0.7 and Shn3 inh set2 4.

2 successive compounds already listed, for reference:
Screening COc1ccc(N(C)C(=O)Cc2c(C(=O)O)n(C)c3ccccc23)cc1 returned NR2E3 ag-1 -7, TWEAK-Fn14 inh 15, CF NFkB block 2, Peg3 promoter 3, HIF-2a inh 12, NR2E3 ag-2 -1, KKLEB cytotox 3, TRPM1 prom inh 3, iPSC survival up -0.7, aDG glyco up -0.1 and Shn3 inh set2 -28.
For O=c1[nH]c(Cn2nnc(-c3ccccc3)n2)nc2scc(-c3ccccc3)c12 the results were NR2E3 ag-1 18, TWEAK-Fn14 inh -13, CF NFkB block 1, Peg3 promoter -6, HIF-2a inh 7, NR2E3 ag-2 1, KKLEB cytotox 7, TRPM1 prom inh -2, iPSC survival up 0.2, aDG glyco up 0.7 and Shn3 inh set2 4.
